Source: PubChem
HEK293 cAMP ctrl: counter-screen for TSHR agonists: cAMP increase in parental HEK293 | parental HEK293 CNG cAMP sensor, membrane potential fluorescence | Potency, µM (highest dose often 57.1 µM), for the others: top-dose activation, most hits filed as activators | 2.5% of 73,000 active | AID 938; further: potency means the concentration at half of the fitted maximal effect; % of control where 0% means no effect; nearly all actives have a fitted effect of over 55% in size
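Parental HEK 293 cells stably expressing a modified CNG channel (no TSHR) report cAMP rise as membrane depolarization. Membrane potential dye with 100 uM RO 20-1724 was loaded for 60 min at room temperature, then compound added for 30 min; fluorescence read at 590 nm.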
FLuc inh: firefly luciferase inhibition; P08659; purified firefly luciferase, luminescence, 8 min; Potency, µM (doses to about 57.1 µM), for the others: top-dose activity change, negative = inhibition, usual class: inhibitors; 2.2% of 72,000 active; further: potency means the concentration at half of the fitted maximal effect; on the % scale 0 is the no-effect control and ±100 the full control effect; nearly all actives have a fitted effect of over 40% in size
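Here, luciferase activity is measured as luminescence following an 8 min room-temperature reaction at 10 uM ATP, pH 7.2. Every library sample is titrated.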
HADH2 inh: inhibitors of human HADH2 dehydrogenase | Q99714 | recombinant HADH2, NADH fluorescence, beta-hydroxybutyryl-CoA | Potency, µM (series often up to 57.1 µM), inactives show top-dose activity change, negative = inhibition, usual class: inhibitors | 3.4% of 73,000 active | AID 886; further: potency means the concentration at half of the fitted maximal effect; on the % scale 0 is the no-effect control and ±100 the full control effect; nearly all actives have a fitted effect of over 60% in size; many of its hits are not listed in these tables
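Activity measured as NADH fluorescence gain (360/450 nm), taken as the change between first and last reads of a 4-min kinetic run. Conditions: pH 9.0 Tris buffer, 20 nM E. coli-expressed His-tagged enzyme, 1 mM NAD+, 90 uM beta-hydroxybutyryl-CoA; 15-min compound preincubation.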
Tau filament bind: binds recombinant human tau filaments; recombinant tau filaments, thioflavin S fluorescence, 15 h; filaments grown with octadecylsulfate alongside compound; Potency, µM (series often up to 57.1 µM), without a hit: at the highest dose activity change, negative = inhibition; P10636; 2% of 71,000 active;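 further: potency means the concentration at half of the fitted maximal effect; on the % scale 0 is the no-effect control and ±100 the full control effect; actives lower thioflavin S fluorescence by blocking filaments or displacing dye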
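Assay mix: 1 uM His-tagged tau, 30 uM sodium octadecylsulfate, thioflavine S dye in HEPES/NaCl/DTT buffer. Compound is added prior to the inducer. Fluorescence after 15 h at 37 C.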
ERK AVP inh: inhibitors of vasopressin-stimulated ERK signaling pathway; HEK293-V1b, vasopressin-stimulated pERK AlphaScreen; Potency, µM (doses to about 57.5 µM), without a hit: at the top dose activity, negative = inhibition, hits mostly inhibitors; 0.99% of 72,000 active; further: potency means the concentration at half of the fitted maximal effect; on the % scale 0 is the no-effect control and ±100 the full control effect; nearly all actives have a fitted effect of over 55% in size
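qHTS, compounds titrated on V1b-expressing HEK293 cells. Preincubation 30 min at 37C, vasopressin 25 nM for 5 min, lysis 10 min, bead incubation 5 hr at room temperature.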
Casp7 inh: caspase-7 (human) inhibition, allosteric or competitive. P55210. recombinant caspase-7, Ac-DEVD-AFC fluorescence rate. Potency, µM (titrated, usually from 57.5 µM), without a hit: at the top dose activity change, negative = inhibition, usual class: inhibitors. 0.02% of 75,000 active; active means well fitted inhibition curve with a large enough effect in the main read-out, with a control signal flat, not every such curve was filed as active; inconclusive means small, poorly fitted or top-dose-only effect, or a change in a side signal; further: potency means the concentration at half of the fitted maximal effect; % of control where 0% means no effect
Target sequence (P55210 24-198 limits assumed): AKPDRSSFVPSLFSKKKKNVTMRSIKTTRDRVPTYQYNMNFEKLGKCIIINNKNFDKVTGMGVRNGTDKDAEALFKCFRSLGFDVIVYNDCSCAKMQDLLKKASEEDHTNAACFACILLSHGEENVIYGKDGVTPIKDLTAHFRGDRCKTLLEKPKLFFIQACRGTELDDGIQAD
Target sequence (P55210 207-303 limits assumed): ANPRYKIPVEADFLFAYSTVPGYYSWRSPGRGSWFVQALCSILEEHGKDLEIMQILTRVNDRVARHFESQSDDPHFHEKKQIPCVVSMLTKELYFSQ
Caspase-1 inhib: allosteric or competitive inhibitors of human caspase-1; 0.03% of 75,000 active; Caspase-1 enzyme, Ac-WEHD-AFC fluorogenic rate; Potency, µM (doses to about 57.5 µM), for inactives: at the top dose activity change, negative = inhibition, most hits filed as inhibitors; P29466;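 further: potency means the concentration at half of the fitted maximal effect; plate controls were vehicle for no effect and no substrate for full effect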
Texas Red fluor: compound fluoresces in the Texas Red spectral region | Compound fluorescence, Texas Red channel, 547/618 nm; hits give high values | max dye-equivalent concentration, M | 0.06% of 59,000 active | AID 587; in the data active means max dye-equivalent concentration above about 10 nM; inconclusive means between about 1.1 nM and that limit
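Fluorescence at ex 547/em 618 nm, normalized against an on-plate Texas Red standard series to give dye-equivalent concentration per compound concentration. Buffer 100 mM Tris, pH 8.0; 15 min RT incubation before CCD imaging.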
USP2a inhib: blocks human ubiquitin-specific protease USP2a; O75604; USP2a enzymatic assay, qHTS inhibition; Potency, µM (series often up to 38.3 µM), without a hit: at the top dose activity change, negative = inhibition, hits mostly inhibitors; 0.1% of 60,000 active; AID 927;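 further: potency means the concentration at half of the fitted maximal effect; nearly all actives have a fitted effect of over 60% in size; plate controls were DMSO for no effect and NEM full inhibition control for full effect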
Target sequence (O75604 whole entry, looked up): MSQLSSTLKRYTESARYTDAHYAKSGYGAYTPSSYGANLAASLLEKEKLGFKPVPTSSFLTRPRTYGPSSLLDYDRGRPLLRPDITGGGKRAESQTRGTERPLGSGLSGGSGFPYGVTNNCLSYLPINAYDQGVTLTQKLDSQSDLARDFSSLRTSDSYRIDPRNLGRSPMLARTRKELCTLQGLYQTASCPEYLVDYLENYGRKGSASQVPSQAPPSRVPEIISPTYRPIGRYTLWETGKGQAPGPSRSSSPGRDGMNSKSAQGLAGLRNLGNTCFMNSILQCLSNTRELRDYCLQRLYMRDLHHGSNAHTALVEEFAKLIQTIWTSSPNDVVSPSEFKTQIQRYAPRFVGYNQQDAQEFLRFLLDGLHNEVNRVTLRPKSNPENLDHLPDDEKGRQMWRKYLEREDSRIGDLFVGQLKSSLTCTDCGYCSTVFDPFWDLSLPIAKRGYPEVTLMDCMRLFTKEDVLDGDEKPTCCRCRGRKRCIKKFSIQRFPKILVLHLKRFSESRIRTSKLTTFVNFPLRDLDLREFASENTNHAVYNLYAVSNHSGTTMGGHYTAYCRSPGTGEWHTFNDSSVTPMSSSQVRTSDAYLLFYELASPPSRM
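Coupled readout: USP2-cleaved Ub-PLA2 (20nM final) turns over NBD C6-HPC (20uM final), Ex 460nm/Em 535nm after 2.5 h, time-zero read flagging artifacts. Enzyme (20nM final, pH 8.0 Tris) given 30 min RT with compound first; NEM defines full inhibition.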
Rhodamine autofl: compound autofluorescence in rhodamine spectral region; 0.05% of 59,000 active; AID 594; max dye-equivalent concentration, M; Rhodamine-region fluorescence, 547/598 nm, Tris buffer; hits give high values; in the data active means max dye-equivalent concentration above about 11 nM; inconclusive means between about 1.1 nM and that limit
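Compound fluorescence in 100 mM Tris, pH 8.0, read after 15 min at room temperature with 547 nm excitation and 598 nm emission. Output is dye-equivalent concentration from an on-plate rhodamine standard series.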
Fluorescein autfl: fluorescein region autofluorescence; AID 593; 0.91% of 59,000 active; Compound autofluorescence, 480/540 nm, fluorescein-equivalent; hits give high values; max fluorescein-equivalent concentration, M; in the data active means max fluorescein-equivalent concentration above about 10 nM; inconclusive means between about 1.1 nM and that limit
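In this qHTS profile, compound fluorescence was measured with a 480 nm/540 nm filter pair following a 15-min room-temperature incubation in 100 mM Tris (pH 8.0). A six-point fluorescein series on each plate served for normalization.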
Numbers without * were called inactive; i = inactive; ? = inconclusive; . = not tested or not shown; [ ] = another dose, or the depositor's remark. Unless noted, the call rests on the fitted dose curve; in most records, active means well fitted curve in the direction sought with a large enough effect; inconclusive means small, poorly fitted or top-dose-only effect, or another doubt; inactive means no such curve, though single readings can be large; an effect the other way counts as inactive or inconclusive. An excerpt; rates above refer to the full screens.

(1) CC(=O)N1CCC2(CC1)CN(c1cccc(-c3ccccc3)c1)C2
(2) CC(=O)Oc1ccc(Oc2ccc(-c3noc(C)n3)cc2)cc1
(3) CN1C(=S)SC(C)(C)C1(C)NO (configuration not stated)
(4) CC(C)OC(=O)Cn1c(=O)oc2ccccc21
(5) Cn1c(=O)oc2cc(S(=O)(=O)Nc3cccc(F)c3)ccc21
(6) CC(=O)c1cccc(NC(=O)c2cccc(S(=O)(=O)N(C)C)c2)c1
(7) CC(CCC(=O)O)(c1ccc(O)cc1)c1ccc(O)cc1
(8) O=C1c2ccccc2C(=O)c2c(NC(=O)c3ccc4c5c(ncnc35)-c3ccccc3C4=O)cccc21

Screen / compound no.,1,2,3,4,5,6,7,8
HEK293 cAMP ctrl,6%,?,9%,4%,6%,2%,10%[11.4 µM],-7%[11.4 µM]
FLuc inh,-14%[11.4 µM],-2%,3%,2%,1%,-2%,2%[11.4 µM],3%[11.4 µM]
HADH2 inh,-7%,-14%,-5%,4%,-4%,4%,-1%[11.4 µM],3%[11.4 µM]
Tau filament bind,4%,-8%,3%,-5%,-21%,-3%,5%[11.4 µM],-6%[11.4 µM]
ERK AVP inh,-26%,-16%,2%,21%,.,-18%,26%,-8%[11.5 µM]
Casp7 inh,-1%,-1%,1%,1%,1%,-2%,-4%,1%[11.5 µM]
Caspase-1 inhib,-8%,-1%,-1%,1%,1%,2%,-6%[11.5 µM],2%[11.5 µM]
Texas Red fluor,i,i,?,i,.,i,i,?
USP2a inhib,54%[activator],6%,-4%,-1%,.,7%,.,.
Rhodamine autofl,i,i,i,i,.,i,i,i
Fluorescein autfl,i,i,?,?,.,i,?,i

(9) N#CCSc1nnc(Cc2ccc3c(c2)OCO3)o1
(10) COc1ccc(C2CC3(CC(C)(C)NC(=O)N3)Oc3cc(O)ccc32)cc1 (configuration not stated)
(11) CC1CC(C)CN(C(=O)CCCn2c(=S)[nH]c3ccccc3c2=O)C1 (configuration not stated)
(12) CCCn1cc(S(=O)(=O)CC(=O)NC2CCCCC2)c2ccccc21
(13) CN(C)C(=O)c1ccc(-c2cc(NCc3cccs3)ncn2)cc1
(14) Cc1cc(C)n2nc(C(=O)OCCOc3ccc(F)cc3)nc2n1
(15) COc1ccc(-n2nc(C(=O)NCC(=O)NCc3ccco3)c3ccccc3c2=O)cc1Cl
(16) CC1CN(Cc2nc3c(c(=O)n(C)c(=O)n3C)n2Cc2cccc(Cl)c2)CC(C)O1 (configuration not stated)

Screen / compound no.,9,10,11,12,13,14,15,16
HEK293 cAMP ctrl,9%,-2%,?,?,9%,0%,?,13%
FLuc inh,-1%,3%,0%,0%,0%[2.29 µM],-1%,0%,2%
HADH2 inh,-11%,1%,?,12%,-1%,2%,-6%,-2%
Tau filament bind,2%,0%,-7%,3%,0%,10%,62%,1%
ERK AVP inh,8%,-17%,4%,17%,-17%,-17%,17%,.
Casp7 inh,-1%,1%,-2%,1%,-13%,1%,-3%,-1%
Caspase-1 inhib,3%,0%,0%,1%,-8%,2%,-3%,4%
Texas Red fluor,?,i,i,i,i,i,i,.
USP2a inhib,-1%,17%,15%,3%,30%,6%,34%[activator],.
Rhodamine autofl,i,i,i,i,i,i,i,.
Fluorescein autfl,?,i,i,i,i,i,i,.

Some of the entries so far, tab-delimited:
No.	SMILES	HEK293 cAMP ctrl	FLuc inh	HADH2 inh	Tau filament bind	ERK AVP inh	Casp7 inh	Caspase-1 inhib	Texas Red fluor	USP2a inhib	Rhodamine autofl	Fluorescein autfl
12	CCCn1cc(S(=O)(=O)CC(=O)NC2CCCCC2)c2ccccc21	?	0%	12%	3%	17%	1%	1%	i	3%	i	i
13	CN(C)C(=O)c1ccc(-c2cc(NCc3cccs3)ncn2)cc1	9%	0%[2.29 µM]	-1%	0%	-17%	-13%	-8%	i	30%	i	i

Next results
(17) CCOc1cc(C(=O)Nc2ncccn2)cc(OCC)c1OCC
(18) Cc1ccc(NC2SC(=O)N(Cc3cccc(C(=O)O)c3)C2=O)cc1 (configuration not stated)
(19) COc1ccc(OC)c(NC(=O)C2CCCN2C(=O)C2CCC(C)CC2)c1 (configuration not stated)
(20) Cn1c(=O)[nH]c(=O)c2c1nc(N1CCOCC1)n2CCCSc1ncccn1
(21) CC1CCCN(C(=O)CSc2nnc(-c3c[nH]c4ccccc34)o2)C1 (configuration not stated)
(22) C=CCn1c(NCc2ccc3c(c2)OCO3)nc2ccccc21
(23) CCOC(=O)c1c(N)sc2c1C1CCN2CC1
(24) C=C1CC[C@H](O)C/C1=C/C=C1\CCC[C@]2(C)[C@H]1CC[C@H]2[C@@H](C)/C=C\[C@@H](C)C(C)C

Screen / compound no.,17,18,19,20,21,22,23,24
HEK293 cAMP ctrl,-14%,0%,0%,-5%,25%,16%,1%,?
FLuc inh,1%,-3%,1%,1%,1%,-19%,-3%,-3%[25.5 µM]
HADH2 inh,4%,-26%,0%,8%,16%,-3%,-22%,-17%[25.6 µM]
Tau filament bind,0%,2%,20µM*,-4%,7%,-14%,7%,7%[25.6 µM]
ERK AVP inh,0%,3%,.,-13%,-3%,-17%,-23%,17%[25.7 µM]
Casp7 inh,0%,-3%,0%,-1%,1%,1%,0%,1%[25.7 µM]
Caspase-1 inhib,0%,-2%,-6%,1%,-1%,-2%,1%,-2%[25.7 µM]
Texas Red fluor,i,i,.,?,i,i,i,?
USP2a inhib,9%,-7%,.,-5%,.,1%,0%,-1%[17.1 µM]
Rhodamine autofl,i,i,.,i,i,i,i,i
Fluorescein autfl,i,i,.,i,i,i,i,?

(25) CC1CC(=O)N(Cc2ccccc2)c2ccccc2N1C=O (configuration not stated)
(26) CCOC(=O)N1CCN(Cc2nc3c(c(=O)n(C)c(=O)n3C)n2Cc2cccc3ccccc23)CC1
(27) CCC[C@@H]1C[C@@]1(CCC)C(NC(=O)OCc1ccccc1)c1ccc(-c2ccccc2)cc1 (some centres not stated)
(28) COc1ccc(C(=O)Oc2cccnc2)cc1OC
(29) COC(=O)[C@@]1(Cc2ccc(OC)cc2)[C@H]2c3cc(C(=O)N(C)C)n(Cc4ccc(C)c(F)c4F)c3C[C@H]2CN1C(=O)c1ccccc1
(30) Cc1cc(-c2[nH]nc3c2C(c2ccsc2)C(C#N)=C(N)O3)c(C)s1 (configuration not stated)
(31) COc1ccc(CC(=O)NC2CCN(Cc3nnnn3C(C)(C)C)CC2)cc1OC
(32) CCCCOc1cccc(NC(=O)CSc2nccn2C)c1

Screen / compound no.,25,26,27,28,29,30,31,32
HEK293 cAMP ctrl,-5%,29%,8%,1%,2.5µM*,29%,2%,3%[11.4 µM]
FLuc inh,1%,2%,.,-3%,.,1%,0%,-2%
HADH2 inh,7%,-7%,-5%,9%,1%,?,13%,5%[11.4 µM]
Tau filament bind,-8%,5%,-11%,-3%,14%,-22%,-9%,6%[11.4 µM]
ERK AVP inh,-10%,-10%,41%[activator],?,12%,-28%,19%,-22%
Casp7 inh,3%,0%,2%,0%,-4%,-4%,0%,-2%
Caspase-1 inhib,2%,0%,0%,1%,-4%,-2%,2%,-1%
Texas Red fluor,i,i,.,i,.,i,?,.
USP2a inhib,1%,55%[activator],.,-7%,.,36%[activator],-4%,-4%[7.66 µM]
Rhodamine autofl,i,i,.,i,.,i,i,.
Fluorescein autfl,i,?,.,?,.,i,i,.

(33) CC1(C)C(c2ccccc2)=NC(c2ccccc2)N1O (configuration not stated)
(34) O=C(OCc1cc2ccccc2[nH]c1=O)C1CCCO1 (configuration not stated)
(35) COC(=O)C1C2C=CC3(CN(CCc4ccccc4)C(=O)C13)O2 (configuration not stated)
(36) O=C(Nc1ccc2ccccc2c1)N1CCN(c2ncccc2C(F)(F)F)CC1
(37) O=C(NCCN1CCCCC1)c1ccc(I)cc1
(38) CCC(Sc1nc(-c2ccccc2)c(C#N)c(=O)[nH]1)C(=O)Nc1cc(C)on1 (configuration not stated)
(39) CC(C)COC(=O)NCC12C=CC(O1)C1C(=O)N(c3ccc(Cl)cc3)C(=O)C12 (configuration not stated)

Screen / compound no.,33,34,35,36,37,38,39
HEK293 cAMP ctrl,1%,6%,4%,17%,17%,17%[11.4 µM],?
FLuc inh,-2%,-1%,2%,0%,4%,0%,1%
HADH2 inh,-4%,-17%,18%,-1%,4%,-3%[11.4 µM],5%
Tau filament bind,9%,-5%,-2%,-3%,-24%,-10%[11.4 µM],-10%
ERK AVP inh,-24%,-13%,7%,-2%,-11%,6%,-5%
Casp7 inh,1%,-2%,-3%,-4%,0%,-1%,-2%
Caspase-1 inhib,0%,-1%,1%,-4%,-3%,-4%,-2%
Texas Red fluor,.,i,i,i,.,.,i
USP2a inhib,-2%,-1%,-8%,22%,.,-2%[7.66 µM],12%
Rhodamine autofl,.,i,i,i,.,.,i
Fluorescein autfl,.,i,i,i,.,.,i
